High-throughput results from PubChem BioAssay.
STK33 kinase inh = human STK33 kinase inhibition; Q9BYT3; purified STK33, MBP phosphorylation, ADP-Glo luminescence; inhibition, % at 10 µM; actives 0.073% (n = 320,000); AID 2661;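 active = inhibition at or above 25%, using the most active replicate where run in duplicate; inactive = inhibition below 25%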
Kir21 block = blocks the mouse Kir2.1 inward-rectifier potassium channel | P35561 | HEK293-Kir2.1, FluxOR thallium flux fluorescence; stronger effect = lower value | B-score at 10 µM | actives 0.85% (n = 310,000) | AID 1672;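 active = fluorescence ratio B-score at or below minus 3 SD of library scores, with starting-brightness B-score within 2 SD, cut at about -4.2 in these data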;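 note: channel flux triggered by added potassium and thallium sulfate stimulus; B-score of peak minus minimum fluorescence over baseline after thallium stimulus; more negative B-score means stronger Kir2.1 block with less thallium influx; some compounds called inactive have numbers as strong as hits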
KCNQ2 inh = KCNQ2 potassium channel inhibitors, primary screen, cell-based, CHO-K1, FluxOR thallium flux, B-score (AID 2156) | O88943 | 20 min; stronger effect = lower value | B-score at 10 µM | actives 1.1% (n = 310,000);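 active = fluorescence ratio B-score at most minus 3 library SDs, with starting brightness B-score within 2 library SDs, cut at about -5.5 in these data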
Target sequence (O88943 whole entry, looked up): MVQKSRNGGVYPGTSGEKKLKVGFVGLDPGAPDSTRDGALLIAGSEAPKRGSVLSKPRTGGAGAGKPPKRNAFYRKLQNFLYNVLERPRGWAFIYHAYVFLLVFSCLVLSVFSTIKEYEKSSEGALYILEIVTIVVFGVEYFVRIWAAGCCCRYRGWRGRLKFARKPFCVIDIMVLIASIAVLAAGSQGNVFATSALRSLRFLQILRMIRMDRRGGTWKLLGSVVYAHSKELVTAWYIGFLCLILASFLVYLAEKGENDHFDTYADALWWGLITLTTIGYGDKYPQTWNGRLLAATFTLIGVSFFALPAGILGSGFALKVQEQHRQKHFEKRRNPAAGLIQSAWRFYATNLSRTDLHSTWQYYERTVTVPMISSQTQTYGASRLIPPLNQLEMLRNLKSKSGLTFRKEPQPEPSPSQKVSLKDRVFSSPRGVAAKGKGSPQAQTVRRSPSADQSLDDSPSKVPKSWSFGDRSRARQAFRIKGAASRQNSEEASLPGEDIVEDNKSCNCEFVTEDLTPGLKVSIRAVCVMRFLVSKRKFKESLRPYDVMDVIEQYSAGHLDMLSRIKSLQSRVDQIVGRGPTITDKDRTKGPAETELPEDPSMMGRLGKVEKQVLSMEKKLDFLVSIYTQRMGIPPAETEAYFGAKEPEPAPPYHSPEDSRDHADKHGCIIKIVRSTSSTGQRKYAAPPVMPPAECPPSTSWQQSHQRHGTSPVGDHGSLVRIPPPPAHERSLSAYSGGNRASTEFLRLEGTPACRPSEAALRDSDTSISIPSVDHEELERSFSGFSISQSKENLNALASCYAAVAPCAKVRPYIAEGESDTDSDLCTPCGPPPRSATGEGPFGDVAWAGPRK
The depositor's hits bear a star; i = inactive. Hits appear at their usual frequency; overall some 1.9% were active at least once.

Molecule | STK33 kinase inh | Kir21 block | KCNQ2 inh
OC(CNCCCN1CCCCC1)COc1ccccc1 (stereo not given) | 0.7 | -2.16 | i
CC1=NN(c2cccc(C(=O)O)c2)C(=O)/C1=C\C=C\c1ccco1 | 0.8 | 1.86 | i
O=C1CN(C(=O)c2ccco2)C(c2ccc(F)cc2)c2cc(Cl)ccc2N1 (stereo not given) | -0.6 | 1.12 | i
O=C(Nc1cccc(F)c1)c1ccccc1-c1ccccc1 | -1.9 | -3.07 | i
COc1ccc(C2C3=C(CC(C)(C)CC3=O)Nc3n[nH]c(C)c32)cc1 (stereo not given) | 2.2 | 2.2 | i
O=C(Nc1ccccc1)C1C2CCCCC21 (stereo not given) | 0.9 | -1.34 | i
COc1ccc2c(c1)c(CC(=O)Nc1ccc(C(C)=O)cc1)c(C)n2C(=O)c1ccc(Cl)cc1 | -1.6 | -1.12 | i
CCCN1Cc2cccc(C(=O)NC3CCCC3)c2C1=O | 8.9 | 1.52 | i
Cc1ccc(CCC(=O)Nc2ccccc2F)s1 | -0.5 | 0.19 | i
CC(C)OC(=O)Cn1nc(C(c2ccccc2)c2ccccc2)oc1=O | 2.3 | -1.85 | i
O=C(CCCn1c(=O)[nH]c2ccccc2c1=O)Nc1ccc(F)cc1 | -0.3 | 2.49 | i
COc1cc(OC)cc(C(=O)NN(CCC#N)C2=NS(=O)(=O)c3ccccc32)c1 | -1.3 | -0.4 | i
CN1CCN(CCC(=O)Nc2ccc(Br)cc2)CC1 | -1.0 | 0.19 | i
CN=C1SC(CC(=O)Nc2ccc(C(C)=O)cc2)C(=O)N1C (stereo not given) | -0.2 | -3.17 | i
COc1ccc(CCNC(=O)C2CCN(C(=O)c3ccccc3)CC2)cc1 | -2.0 | 0.59 | i
Cn1c(=O)n(C)c2cc(NC(=O)c3ccccc3NS(C)(=O)=O)ccc21 | 4.3 | 2.05 | i
COC(=O)C1CC(O)CN1C(=O)Nc1ccccc1 (stereo not given) | -1.2 | 1.87 | i
Cc1cccc(Oc2ncc(-c3ccc(Cl)cc3)cn2)c1 | 0.5 | 0.41 | i
Cc1cc(C)c2[nH]c(C)c(CN3CCCCCC3)c(=O)c2c1 | -1.1 | 3.37 | i
Cc1oc(CC(C)C)c(CN2CCCC2)c1C(=O)O | -1.4 | -0.02 | i
Cc1cc(C)n(C(=O)CCC(=O)NCc2ccccc2)n1 | -0.9 | 0.02 | i
O=C(Oc1ccc(Br)cc1C(=S)N1CCOCC1)c1ccccc1 | -0.4 | 0.97 | i
CC(=O)NS(=O)(=O)c1ccc(N=NN2CCCCCC2)cc1 | -0.7 | 0.37 | i
Cc1ccc(/C=C/C(=O)Nc2cccc3cccnc23)o1 | -1.0 | 0.39 | i
OCCOc1cccc(CN2CCC(CO)(CCOc3ccccc3)CC2)c1 | -1.8 | -0.86 | i
O=C(O/N=C\c1ccc(N2CCCCC2)c([N+](=O)[O-])c1)c1cccc(Cl)c1 | -0.7 | 0.64 | i
O=C1C2C3C=CC(CC3)C2C(=O)N1c1ccc(Cl)cc1Cl (stereo not given) | -3.8 | -0.25 | i
CCOc1ccc(NC(=O)c2[nH]c(C)c(C(C)=O)c2C)cc1 | -2.4 | 0.87 | i
Cc1ccc(NC(=O)CSc2nccn(-c3ccc4c(c3)OCCO4)c2=O)cc1 | -0.3 | -1.13 | i
Nn1c(SCc2csc(-c3ccccc3)n2)nnc1-c1cccs1 | -0.7 | 0.24 | i
Cc1ccc2[nH]c3c(c2c1)CN(C(C)C)CC3 | 1.0 | -0.07 | i
CC1CCN(C(=O)CNS(=O)(=O)c2ccc(Br)s2)CC1 | -4.0 | -2.31 | i
Cc1ccc(N(C)S(=O)(=O)c2ccc3c(c2)CC(C)N3C(=O)C2CC2)cc1 (stereo not given) | -1.7 | 0.91 | i
Cc1cc(C(F)F)n2nc(C(=O)Nc3c(F)cc(F)cc3Br)nc2n1 | -0.3 | -1.15 | i
COCCSc1ccccc1C(=O)N1CCC(Cc2ccccc2)CC1 | -1.3 | -2.46 | i
O=C(N/N=C/c1ccc[nH]1)c1cccc(Br)c1 | 2.4 | -0.42 | i
O=C(CSc1nnc2n(C3CCCCC3)c(=O)c3ccccc3n12)OC1CCCCC1 | -0.7 | 1.21 | i
O=C(NNC(=O)C1CCC1)c1ccc(Br)cc1 | -0.3 | 0.35 | i
Cc1ccccc1-c1nnn(Cc2ccc(-c3nn[nH]n3)cc2)n1 | 0.8 | 0.95 | i
COc1ccccc1NC(=S)N(CCN1CCOCC1)Cc1ccccc1F | 0.3 | -0.02 | i
O=[N+]([O-])c1ccc(C2=CSC3=NCCN23)cc1 | -1.4 | -0.59 | i
CC(C)(C)NC(=O)CSc1nc(N)c(NC(=O)c2ccccc2F)c(=O)[nH]1 | -1.0 | 0.12 | i
O=C(NCc1ccccc1Cl)C1CCC(=O)N1Cc1ccc(F)cc1 (stereo not given) | -0.9 | -0.21 | i
COC(=O)c1ccc(N=C2SCC(=O)N2C)cc1 | 0.0 | 1.23 | i
CC(=O)N1CC(=O)N=C1SCC(=O)Nc1nc(C)c(-c2ccccc2)s1 | 1.4 | -2.34 | i
Cc1cccc(NC(=O)COC(=O)Cc2cccc(C(F)(F)F)c2)c1C | -1.1 | 0.15 | i
COc1cccc(OCC(=O)NNC(=O)C(=O)Nc2cccc(C)c2)c1 | -1.1 | -1.99 | i
COc1cc(CN2CCN(Cc3ccc4cc(F)ccc4n3)CC2CCO)cc(OC)c1 (stereo not given) | -0.3 | -0.93 | i

The listing continues:
canonical_smiles | STK33 kinase inh | Kir21 block | KCNQ2 inh
CCOC(=O)c1cnc(-n2nc(C)cc2C)[nH]c1=O | -1.5 | -0.2 | i
O=C(NCc1ccco1)c1cccnc1Cl | 0.5 | 1.8 | i
Oc1c(Br)cc(Br)cc1C=Nc1ccc2c(c1)OCO2 | -0.9 | -0.44 | i
COc1ccc2[nH]c(=O)c(CN(C(=O)c3cccnc3)c3ccccc3)cc2c1 | 0.1 | 0.83 | i
COc1ccc(C(=O)Nc2ccc(S(=O)(=O)Nc3nccnc3OC)cc2)cc1 | -0.6 | 1.67 | i
CCc1cc2c3c(c1)/C(=C1/SC(N)=NC1=O)C(=O)N3C(C)(C)C=C2C | -0.7 | 1.42 | i
COc1cccc(NC(=S)NNC(=O)Cn2nc(C(F)(F)F)cc2C)c1 | -0.1 | -0.19 | i
Cc1cccc(-n2ncc(C#N)c2-n2cccc2)c1 | 2.8 | -0.94 | i
COc1ccc2oc(C(=O)Nc3ccccn3)c(C)c2c1 | 3.3 | -1.79 | i
Cc1cccc(N2CCN(C(=O)c3ccc(N4CCCC4=O)cc3)CC2)c1C | -1.3 | 1.84 | i
Cc1c(C)n(Cc2ccc(F)cc2)c2ccc(C(=O)NCCCN3CCOCC3)cc12 | -0.2 | -4.82* | i
O=[N+]([O-])c1ccccc1S(=O)(=O)N1CCN(C2CCN(Cc3ccccc3)CC2)CC1 | -0.3 | 0.07 | i

Full records, quoted from the list:
COc1ccc2oc(C(=O)Nc3ccccn3)c(C)c2c1 is entered as STK33 kinase inh = 3.3; Kir21 block = -1.79; KCNQ2 inh = i
COc1ccc2[nH]c(=O)c(CN(C(=O)c3cccnc3)c3ccccc3)cc2c1 is entered as STK33 kinase inh = 0.1; Kir21 block = 0.83; KCNQ2 inh = i

Other structures.
canonical_smiles | STK33 kinase inh | Kir21 block | KCNQ2 inh
CC(Oc1ccc2c3c(c(=O)oc2c1)CCC3)C(=O)NCc1ccccn1 (stereo not given) | -0.6 | -0.02 | i
Oc1ccc2cccnc2c1 | 0.7 | -1.08 | i
CC(C)(C)c1ccc(/C=N/OCC(=O)NCc2ccccc2)cc1 | -0.5 | -0.2 | i
CCCn1c(O)c(N=N)c2ccccc21 | -0.7 | 2.13 | i
COC(=O)[C@H](CCSC)NC(=O)Nc1ccc(C(C)=O)cc1 | -0.7 | 2.88 | i
NS(=O)(=O)c1ccc(CNC(=O)CSc2nc3ccc(Cl)cc3[nH]2)cc1 | 0.4 | -0.76 | i
COc1ccc(N(CC(=O)NCCSC2CCCCC2)S(=O)(=O)c2ccc(C)cc2)cc1 | -1.1 | -0.42 | i
Cn1c(=O)c2c(ncn2CC(=O)N2CCN(S(=O)(=O)c3ccc(Cl)cc3)CC2)n(C)c1=O | -0.9 | -0.1 | i
Cc1ccc(NC(=O)CN2C(=O)C3CCCCN3C(=O)c3ccccc32)cc1 (stereo not given) | -1.1 | -0.35 | i
C=CCOC(=O)c1[nH]c2c(c1C)C(=O)CC(c1cc(OC)c(OC)c(OC)c1)C2 (stereo not given) | -1.1 | 0.35 | i
COc1ccc(C(=O)N/N=C(\C)Cn2nc([N+](=O)[O-])cc2C)cc1 | -0.7 | 2.05 | i
CCCc1cnc(N2CCN(C(=O)c3ccc(F)cc3)CC2)nc1 | -1.0 | -2.71 | i

As entered above.
In STK33 kinase inh, NS(=O)(=O)c1ccc(CNC(=O)CSc2nc3ccc(Cl)cc3[nH]2)cc1 shows 0.4
In Kir21 block, Oc1ccc2cccnc2c1 shows -1.08

More compounds follow.
canonical_smiles | STK33 kinase inh | Kir21 block | KCNQ2 inh
Cc1cc(C(=O)OCC(=O)c2ccc(Br)s2)c(C)o1 | -0.5 | -0.27 | i
CCc1cccc2c(N=O)c(O)[nH]c12 | 5.7 | -2.15 | i
C=CCOc1ccc(CN(C)CC(O)COc2cccc3ccccc23)cc1 (stereo not given) | -0.6 | -4.64* | i
Cc1ccc(S(=O)(=O)c2cc3c(=O)n4cccc(C)c4nc3n(CC3CCCO3)c2=N)cc1C (stereo not given) | -1.1 | 0.98 | i
CCc1nn(CC(=O)NCCCN(CC)c2cccc(C)c2)c(=O)c2cc3occc3n12 | 0.1 | 0.02 | i
CCOC(=O)N1CCN(c2c(NCC3CCCO3)c(=O)c2=O)CC1 (stereo not given) | 0.7 | 2.16 | i
COc1ccc(-c2nnc(N(C)C(=O)c3ccno3)s2)cc1 | -1.3 | -0.72 | i
Cc1ccc(-c2noc(-c3cc4ccccc4oc3=O)n2)cc1 | -1.1 | -2.44 | i
Cn1c(=O)n(CC(=O)NCC2CCCO2)c(=O)c2c3c(sc21)COC(C)(C)C3 (stereo not given) | -1.9 | 0.91 | i
O=C(N/N=C\C=C\c1ccc2c(c1)OCO2)C1COc2cc3ccccc3cc2O1 (stereo not given) | -2.1 | 1.79 | i
CC(OC(=O)CCCN=C1NS(=O)(=O)c2ccccc21)C(=O)Nc1ccc(F)cc1Cl (stereo not given) | -1.3 | 0.89 | i
COc1ccc(NC(=O)CN(c2ccc(OC)cc2)S(=O)(=O)c2ccc(OC)c(OC)c2)cc1 | 0.5 | 0.34 | i
O=C(NCCN1CCCCC1)c1ccc(F)cc1Cl | -0.7 | 0.39 | i
Cc1nnc(SCc2nc3scc(-c4ccccc4)c3c(=O)[nH]2)s1 | -0.7 | -0.7 | i
O=C(COc1ccccc1)Nc1ccc2[nH]c(=O)[nH]c2c1 | -0.8 | 0.38 | i
O=c1c2ccccc2ncn1-c1cccc(Cl)c1 | -0.4 | -0.52 | i
O=C(Cc1ccc([N+](=O)[O-])cc1)c1ccc(O)cc1O | -0.2 | 2.14 | i
Cn1cc(C(=O)N2CCCC(Nc3ccc(F)cc3)C2)c2ccccc21 (stereo not given) | -0.3 | -3.88 | i
Cc1nc(CNS(=O)(=O)c2cc(C)c(C)cc2C)cs1 | -0.4 | -4.69 | i
COc1ccc(/C=N/n2cnc3c([nH]c4ccc(F)cc43)c2=O)cc1CSc1ccccn1 | 0.6 | 0.05 | i
Cc1cccc(C)c1-n1c(C)cc(/C=N/NC(N)=S)c1C | -0.6 | 0.9 | i
CC(=O)N1c2ccc(S(=O)(=O)N3CCC(C(=O)Nc4cccc(C)c4)CC3)cc2CC1C (stereo not given) | -3.2 | 0.98 | i
Cc1ccc(C(=O)Oc2ccc(-c3nnco3)cc2)o1 | -0.1 | -2.05 | i
CCc1nnc(NS(=O)(=O)c2ccc(NC(=S)NC(=O)c3ccncc3)cc2)s1 | -1.2 | -0.4 | i
CN(c1ccc(C(=O)Nc2ccc(F)cc2F)cc1)S(=O)(=O)c1ccccc1 | 2.2 | -1.42 | i
NC1=NC(=O)/C(=C\c2cc([N+](=O)[O-])ccc2Cl)S1 | -0.5 | 0.83 | i
COC(=O)c1cccc(COC(=O)c2ccc(N(C)C)cc2)c1 | -0.6 | 0.29 | -6.49*
CCSc1nc(=S)n(-c2ccccc2)c(C)c1C(C)=O | -3.2 | -1.15 | i
O=C(COC(=O)CNC(=O)c1ccc(Cl)c([N+](=O)[O-])c1)NC(=O)CN1CCCC1=O | -0.1 | 0.51 | i
COc1ccc(COC(=O)C2=C(C)NC(=O)NC2c2cc(OC)ccc2OC)cc1 (stereo not given) | -1.9 | 0.34 | i
Cc1cc2ccccn2c1C(=O)c1ccc(C#N)cc1 | 0.9 | 0.29 | i
Cc1ccc(C2CC(C(F)(F)F)n3ncc(C(N)=O)c3N2)cc1 (stereo not given) | -0.3 | 1.42 | i
COc1ccccc1-c1nnc2n1N=C(c1ccc(O)c(O)c1)CS2 | 2.1 | -0.32 | i
CCCCCc1nnc(NC(=O)c2ccc(=O)n(C)n2)s1 | 0.6 | 1.3 | i
O=C(C[n+]1ccccc1)N/N=C/c1ccc(F)cc1 | -0.3 | 1.12 | i
C=CCONC(=O)c1cc(OCC(F)(F)F)ccc1OCC(F)(F)F | 0.2 | 0.15 | i
O=C(O)C1=C[C@H](c2ccc3c(c2)OCO3)C[C@H](OCCCCO)O1 | -0.9 | -0.48 | i
O=C(CN(Cc1cccs1)C(=O)CCC(=O)Nc1ccccn1)NCc1ccccc1 | -0.2 | -0.01 | i
CCn1c2ccccc2c2nnc(NN)nc21 | -1.1 | 2.48 | i
CCC/C(=N\NC(=O)C1CC1)c1ccccc1 | -0.4 | -0.13 | i
